Screens deposited in PubChem BioAssay by National Center for Advancing Translational Sciences (NCATS).
TDP1 block: blocks human tyrosyl-DNA phosphodiesterase 1 | Potency, µM (doses to about 130 µM), without a hit: top-dose activity change, negative = inhibition, hits mostly inhibitors | recombinant TDP1, AlphaScreen DNA substrate cleavage | actives 0.28% (n = 350,000) | AID 485290 | Q9NUW8; also: nearly all actives have a fitted effect of over 40% in size
Target sequence (Q9NUW8 whole entry, looked up): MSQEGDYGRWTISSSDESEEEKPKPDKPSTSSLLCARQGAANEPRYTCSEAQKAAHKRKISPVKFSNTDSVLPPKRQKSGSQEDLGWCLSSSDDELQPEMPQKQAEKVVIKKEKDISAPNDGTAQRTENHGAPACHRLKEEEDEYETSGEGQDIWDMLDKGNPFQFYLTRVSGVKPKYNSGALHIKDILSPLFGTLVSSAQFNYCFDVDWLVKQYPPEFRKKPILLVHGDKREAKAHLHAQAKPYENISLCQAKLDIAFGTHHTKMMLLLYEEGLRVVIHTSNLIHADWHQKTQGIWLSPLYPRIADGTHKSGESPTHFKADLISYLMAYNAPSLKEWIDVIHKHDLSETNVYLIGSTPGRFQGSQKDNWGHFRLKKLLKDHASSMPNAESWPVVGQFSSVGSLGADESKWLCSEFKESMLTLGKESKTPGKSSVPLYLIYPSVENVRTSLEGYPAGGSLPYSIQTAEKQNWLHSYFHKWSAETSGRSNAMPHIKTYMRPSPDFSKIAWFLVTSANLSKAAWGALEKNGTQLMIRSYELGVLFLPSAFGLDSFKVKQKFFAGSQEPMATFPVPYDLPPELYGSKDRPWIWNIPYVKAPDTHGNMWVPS
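AlphaScreen read-out: signal falls as enzyme removes the 3' tyrosine-FITC from a 5'-biotinylated DNA oligo (15 nM, 5 min, RT). Enzyme was E. coli-made recombinant Tdp1 at 1 nM, exposed to compound for 15 min beforehand; beads 10 ug/ml, 10 min.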
FEN1 inhibitor: blocks human flap endonuclease 1. actives 0.35% (n = 390,000). Recombinant FEN1 flap cleavage, fluorescence, 15 min. Potency, µM (titrated, usually from 114 µM), without a hit: top-dose activity change, negative = inhibition, hits mostly inhibitors. P39748. AID 588795; also: nearly all actives have a fitted effect of over 65% in size
Target sequence (P39748 whole entry, looked up): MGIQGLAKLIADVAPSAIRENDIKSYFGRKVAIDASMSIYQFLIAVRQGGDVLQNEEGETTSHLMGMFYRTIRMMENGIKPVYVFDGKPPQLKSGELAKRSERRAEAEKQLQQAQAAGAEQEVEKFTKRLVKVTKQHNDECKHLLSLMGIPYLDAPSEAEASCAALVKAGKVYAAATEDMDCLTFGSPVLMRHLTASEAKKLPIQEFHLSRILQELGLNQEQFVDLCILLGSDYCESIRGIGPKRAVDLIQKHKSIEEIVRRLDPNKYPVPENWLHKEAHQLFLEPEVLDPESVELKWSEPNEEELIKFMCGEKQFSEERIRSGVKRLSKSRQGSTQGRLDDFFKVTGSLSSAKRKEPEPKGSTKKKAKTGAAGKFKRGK
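With each library titrated from low to high concentration, compounds met 10 nM FEN1 for 15 min at room temperature before 50 nM substrate was added; readings at 0 and 15 min fed four-parameter Hill curve fits.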
N370S GC: inhibitors or activators of N370S glucocerebrosidase for Gaucher disease | N370S GC spleen homogenate, 4MU-glucoside fluorescence | P04062 | actives 0.092% (n = 330,000) | Potency, µM (doses to about 59.4 µM), for the others: top-dose activity change, negative = inhibition, hits mostly inhibitors;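 also: 0% = full enzyme activity and -100% = no enzyme basal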
Numbers without * were called inactive; ? = inconclusive; nt = not tested or not shown; & = joins results of further samples; [ ] = dose if it differs, or a comment. Calls follow the shape of the dose curve; as a rule, active = well fitted curve in the direction sought with a large enough effect; inconclusive = small, poorly fitted or top-dose-only effect, or another doubt; inactive = no such curve, though single readings can be large; an effect the other way counts as inactive or inconclusive. Unless noted, % is scaled to controls: 0 for no effect and ±100 for the full control effect; potency is read from the fitted curve at half-maximal effect.

TDP1 block	FEN1 inhibitor	N370S GC	structure
1%	-24%	nt	Cc1ccc(S(=O)(=O)NCCc2csc(-c3ccc(Cl)cc3)n2)cc1
8%	13%	-26%	Cc1cccc(NC(=O)CN2CCc3cc4c(cc3C2)OCCCO4)c1
0%	-6%	-2%	OC(CNCc1cccc(Cl)c1)c1ccccc1 (stereo not given)
1%	-8%	-17%	CC(C)CN(CCCNC(=O)CN1C(=O)COc2ccc(S(=O)(=O)N3CCC(C)CC3)cc21)CC(C)C
-5%	9%	-2%	CCC(C)NC(=O)C1CCC(=O)N(c2cc(OC)c(OC)c(OC)c2)C1c1ccc(OC)cc1 (stereo not given)
3%	19%	nt	Cc1nc2ccc(S(=O)(=O)CCC(=O)Nc3ccc(C)c(C)c3)cc2s1
nt	-5%	3%	CCn1cc(/C=C(\NC(=O)c2ccc(C)cc2)C(=O)NCCN2CCOCC2)c2ccccc21
3%	11%	nt	O=C(Cn1cc2c(n1)CCCC2)Nc1cc(C(F)(F)F)ccc1Cl

Laid out differently: results already given.
canonical_smiles | TDP1 block | FEN1 inhibitor | N370S GC
CC(C)CN(CCCNC(=O)CN1C(=O)COc2ccc(S(=O)(=O)N3CCC(C)CC3)cc21)CC(C)C | 1% | -8% | -17%
CCC(C)NC(=O)C1CCC(=O)N(c2cc(OC)c(OC)c(OC)c2)C1c1ccc(OC)cc1 (stereo not given) | -5% | 9% | -2%
Cc1nc2ccc(S(=O)(=O)CCC(=O)Nc3ccc(C)c(C)c3)cc2s1 | 3% | 19% | nt
CCn1cc(/C=C(\NC(=O)c2ccc(C)cc2)C(=O)NCCN2CCOCC2)c2ccccc21 | nt | -5% | 3%

The list goes on.
TDP1 block	FEN1 inhibitor	N370S GC	structure
-5%	-3%	3%	C/C(=N/NS(=O)(=O)c1ccccc1)c1ccc(Cl)cc1
5%	2%	-1%	CC1=NNC(=O)C1CC(=O)N/N=C(\C)c1cccs1 (stereo not given)
0%	4%	-18%	Cc1cc(C(=O)N2CCCC(N3CCN(Cc4ccc5c(c4)OCO5)CC3)C2)n[nH]1 (stereo not given)
0%	0%	-5%	O=C(NCC(O)c1ccccc1)c1ccc(Cl)c(S(=O)(=O)N2CCCC2)c1 (stereo not given)
-3%	-6%	1%	Cn1ccsc1=NC(=O)c1cc(S(=O)(=O)N2CCOCC2)ccc1Cl
nt	0%	-15%	CCCCn1c(N)c(N(CCC(C)C)C(=O)c2cccc(S(=O)(=O)N3CCN(C)CC3)c2)c(=O)[nH]c1=O
4%	9%	3%	Cc1nn(-c2ccccc2)c(N2CCCC2)c1/C=N/O
nt	6%	2%	O=C(CN1CCN(Cc2ccc(Cl)cc2)CC1)N/N=C/c1cccs1
-7%	17%	7%	Cc1cccc(C)c1N(CC(=O)Nc1cccc(N(C)S(C)(=O)=O)c1)S(C)(=O)=O
-2%	-4%	29%	O=C(Cn1cnc2c(cnn2-c2ccc(F)cc2)c1=O)N1CCCc2ccccc21
0%	-5%	-6%	COc1ccc(C(=O)Nc2ccc(NC(=O)c3cc(OC)c(OC)c(OC)c3)cn2)cc1
1%	18%	nt	C[C@H]1COC(=O)CCC/C=C\C[C@H](CC(=O)N(CCO)Cc2ccccc2)C(=O)N1
6%	-3%	0%	O=C(CCCc1nc2ccccc2s1)Nc1nccs1
0%	0%	21%	CCC(=O)c1ccc(OCc2ccc(C(=O)c3ccccc3)cc2)cc1
7%	5%	nt	Cc1ccc(C(=O)c2cn(Cc3ccccc3)c3ccccc3c2=O)cc1
6%	-4%	nt	CCOc1ccc(OCC)c(NS(=O)(=O)c2c(C(=O)N3CCC(C)CC3)c(C)n(C)c2C)c1
9%	15%	7%	Fc1ccc(NCc2nnc(SCc3nnc(-c4ccccc4)o3)n2CC2CCCO2)cc1 (stereo not given)
-1%	-5%	12%	Cc1ccc(CNC(=O)c2ccc(Br)o2)cc1
4%	3%	nt	O=C(COc1ccccc1F)Nc1nnc(S(=O)(=O)N2CCCCCC2)s1
-8%	2%	-10%	O=C(CN(C(=O)CNC(=O)c1cccs1)c1ccc(F)cc1)NC1CCCC1
7%	-4%	18%	Cc1ccc(C(=O)Nc2cccc([N+](=O)[O-])c2)cc1S(=O)(=O)Nc1ccc(NC(=O)c2ccccc2)cc1
2%	16%	nt	CC1CCN(C(=O)CSc2c3c(nc4ccc(Cl)cc24)CCCC3)CC1
-2%	-4%	1%	Cc1nn(CC(=O)N(C)Cc2ccc(F)cc2)c(C)c1[N+](=O)[O-]
nt	-2%	-3%	O=C1NC(=O)C2(CCCCCCCCCCC2)N1
1%	-1%	3%	COc1ccc(S(=O)(=O)N2CCOC2CNC(=O)C(=O)NCCCN2CCOCC2)cc1 (stereo not given)
3%	-11%	26%	CC1CCC2(CC1)NC(=O)N(CC(=O)Nc1ccccc1-c1ccccc1)C2=O (stereo not given)
6%	-7%	nt	COCCCNc1nc(NCc2cccc(Cl)c2)c2cnn(C)c2n1
?	-2%	-3%	COc1ccc(-n2c(SCC(=O)N/N=C/c3ccccc3OCC(=O)O)nc3ccccc3c2=O)cc1
0%	-12%	2%	Cc1cc(S(=O)(=O)N2CCN(c3ccccc3C)CC2)ccc1F
35µM*	-2%	1%	O=C(NN1C(=O)C2CC=C(Cl)CC2C1=O)c1ccncc1 (stereo not given)
3%	-11%	9%	CC(C)(C)OC(=O)NNC(=S)NCc1ccc(Cl)cc1
-5%	2%	nt	COC(=O)c1nnn(-c2ccc(Br)cc2)c1C(=O)OC
nt	0%	3%	Cc1nc(CNC(=O)c2cc(COc3c(F)cccc3F)on2)cs1
4%	4%	19%	CC1CCCCC1NC(=O)c1ccc(CNc2c(N3CCCC3)c(=O)c2=O)cc1 (stereo not given)
nt	-1%	3%	CC(c1ccon1)N(C)Cc1cn(C)nc1-c1cccc(Cl)c1 (stereo not given)
7%	-4%	-10%	CCOC(=O)C(=CNNc1ccccc1)C(=O)OCC
3%	6%	-16%	S=c1[nH]nc(Cc2noc3ccccc23)n1-c1ccc(Cl)cc1
nt	-3%	14%	COC(=O)CCc1c(C)c(C(=O)c2cccc(OC)c2OC)c2ccccn12
6%	0%	8%	CCCCNC(=S)NNC(=O)c1csc(C)c1
2%	1%	2%	COC(=O)c1ccccc1NC(=S)NC(C)=O
0%	0%	25%	C=CCOc1ccc2cccc(/C=N/NC(=O)c3cc4cc([N+](=O)[O-])ccc4s3)c2c1
0%	-15%	-3%	O=S(=O)(NCCc1cn2ccccc2n1)c1ccc2c(c1)OCCO2
0%	9%	nt	COCCn1c(C)cc(O)c(C(c2ccccc2Cl)N2CCCCC2)c1=O (stereo not given)
nt	-5%	-6%	O=C1Cc2cc(NS(=O)(=O)c3cc(F)ccc3F)cc3c2N1CCC3
7%	7%	-3%	COc1ccc(N(C(C)=O)S(=O)(=O)c2cc(OC)ccc2OC)cc1
0%	-5%	1%	Cc1cc2nccc(-c3cccnc3)n2n1
5%	-16%	-4%	Cc1sc2nc(CN3CCCC3)nc(N3CCN(C(=O)c4ccco4)CC3)c2c1C
4%	0%	2%	COCc1nnc(NC(=O)C(C)C)s1
2%	-11%	nt	O=C(CCc1ccc(S(=O)(=O)N2CCOCC2)cc1)OCC(=O)c1ccc(Br)cc1
9%	0%	1%	Cc1ccc(C(=O)N2CCN(S(=O)(=O)c3ccccc3[N+](=O)[O-])C2)cc1
0%	-5%	21%	CCC(C)(C)n1nnnc1C(c1ccccn1)N1CCOCC1 (stereo not given)
3%	25%	-14%	CCCCN(C)C(=O)C1CCCN(S(=O)(=O)c2ccc3c(c2)CC(C)N3C(=O)C2CC2)C1 (stereo not given)
5%	-7%	nt	Cc1cccc(C)c1NC(=O)N1CCC(C(N)=O)(N2CCCCC2)CC1
-3%	-13%	9%	Cc1nn(C(C)C(=O)c2cccc(Cl)c2)c(C)c1[N+](=O)[O-] (stereo not given)
3%	9%	nt	CN1C(C(=O)c2ccccc2)=C(OC(=O)c2ccc(Br)cc2)c2ccccc2S1(=O)=O
6%	-20%	8%	CCN(CC)c1ccc(-c2nn3c(-c4n[nH]c5c4CCC5)nnc3s2)cc1

Next structures follow.
TDP1 block	FEN1 inhibitor	N370S GC	structure
-3%	-11%	5%	NC(=O)COC(=O)c1c2c(nc3ccccc13)CCC2
-2%	21%	nt	Cc1ccc(NC(=O)Cn2c(=O)n(Cc3ccc4c(c3)OCO4)c(=O)c3ccccc32)c(C)c1
3%	4%	-5%	COc1ccccc1-c1nc(SC)n[nH]1
1%	-3%	nt	Cc1c(C2(O)CCCCC2)[nH]c2ncccc12
4%	12%	-8%	COCc1nnc(NC(=O)c2ccc(S(=O)(=O)N3CCOCC3)cc2)o1
7%	3%	-17%	CCC(NS(=O)(=O)c1ccc(OC)cc1)C(=O)NCCC1=CCCCC1 (stereo not given)
-2%	-7%	3%	O=C1NC2=C(C(=O)CCC2)C(c2ccc3ncccc3c2)N1 (stereo not given)
2%	-3%	nt	COc1cc(NC(=O)c2ccc(OCc3c(C)noc3C)c(OC)c2)cc(OC)c1
4%&4%	14%	5%&-9%	CCC1=C(OC(=O)N(CC)CC)N2C(=O)OC(=NCC(=O)OC)[C@]2(C)[C@H]2C1=CC[C@H]1C(=O)NC(=O)[C@H]12
3%	-3%	-10%	Cc1ccc(OC(C)C(=O)N2CCCc3ccccc32)cc1 (stereo not given)
6%	-6%	-8%	Cc1ccc(C)c(N2CCN(C(=O)c3ccc(CS(=O)(=O)c4ccccc4C)o3)CC2)c1
2%	7%	-3%	Cc1ccc(NC(=O)NCc2ccncc2)cc1Cl
8%	?	6%	CC1=NNC(=O)C1CCC(=O)N/N=C/c1ccco1 (stereo not given)
-3%	0%	19%	Cc1ccc(OCc2ccc(C(=O)NCc3cccnc3)cc2)cc1C
2%[56.1 µM]	-13%	nt	O=C(Cc1ccc(F)cc1)N[C@@H]1c2ccccc2CC[C@@H]1OCc1ccccc1
2%	16%	9%	Cc1oncc1-c1csc(-c2ccccc2)n1
5%	-16%	-28%	NC(=O)NC(=O)COC(=O)c1ccc(Cl)c(S(=O)(=O)N(Cc2ccccc2)c2ccc(Cl)cc2)c1
9%	-18%	-10%	CCOC(=O)C1=C(C)NC2=C(C(=O)c3ccccc32)C1c1ccc([N+](=O)[O-])o1 (stereo not given)
-1%	10%	-10%	N#C/C(=C\c1ccco1)C(=O)Nc1ccc(S(N)(=O)=O)cc1
5%	1%	3%	O=C1NC(c2ccccc2)=NC1(Nc1ccccn1)C(F)(F)F (stereo not given)
3%	5%	nt	CC(C)CCNC(=O)CCCn1c(=O)c2cccn2c2ccccc21
5%	-8%	-3%	COc1ccc(S(=O)(=O)N2CCN(CC(=O)NC3CC3)CC2)cc1
nt	-14%	8%	CCC(C(=O)NCCCN1CCN(CCCNC(=O)C(CC)c2ccccc2)CC1)c1ccccc1 (stereo not given)
0%	-1%	1%	CCOC(=O)NC(Nc1ccc(C)cn1)(C(F)(F)F)C(F)(F)F

Single records, from the list above. Screens in order: TDP1 block | FEN1 inhibitor | N370S GC
Cc1nc2ccc(S(=O)(=O)CCC(=O)Nc3ccc(C)c(C)c3)cc2s1 reads 3% | 19% | nt
O=C(CCc1ccc(S(=O)(=O)N2CCOCC2)cc1)OCC(=O)c1ccc(Br)cc1 reads 2% | -11% | nt
NC(=O)COC(=O)c1c2c(nc3ccccc13)CCC2 reads -3% | -11% | 5%
O=C1NC2=C(C(=O)CCC2)C(c2ccc3ncccc3c2)N1 (stereo not given) reads -2% | -7% | 3%
C/C(=N/NS(=O)(=O)c1ccccc1)c1ccc(Cl)cc1 reads -5% | -3% | 3%

Continued.
TDP1 block	FEN1 inhibitor	N370S GC	structure
0%	3%	nt	COC(CNC(=O)C1CC(=O)N(CCc2ccccc2)C1)OC (stereo not given)
6%	13%	0%	CC(C)Cc1nc(N2CCOCC2)c(C#N)c2c1COC(C)(C)C2
3%	1%	-8%	Cc1c(Cl)cccc1NC(=O)CCC(=O)N/N=C/c1ccc[nH]1
3%	nt	-1%	COc1cc([N+](=O)[O-])ccc1NC(=O)CSc1nc2ccccc2n1-c1ccccc1
5%	-15%	8%	O=C(COC(=O)C1=Cc2ccccc2OC1)NCc1ccco1
5%	-2%	13%	CC(C)Cn1c(SC(C)C(=O)Nc2ccc(N3CCOCC3)cc2)nc2ccccc21 (stereo not given)
13%[21 µM]	nt	5%[21.6 µM]	CC[C@]1([C@H]2O[C@@H]([C@@H]3O[C@](O)(CO)[C@@H](C)C[C@H]3C)C[C@H]2C)CC[C@@H]([C@]2(C)CC[C@@]3(C[C@@H](O)[C@@H](C)[C@@H]([C@H](C)[C@H](OC)[C@H](C)C(=O)O)O3)O2)O1
2%	-1%	4%	O=C(Nc1ccc(Oc2ncnc3cc(Cl)ccc23)nc1)c1ccc(F)cc1
nt	2%	-15%	COc1cc(Cl)c(CN2CCCC(CO)(Cc3cccc(Cl)c3)C2)cc1OC (stereo not given)
3%	-1%	-7%	O=C(CCC(=O)Nc1ccccc1Cl)NNC(=O)c1ccco1
-3%	2%	1%	CC(C)[C@H](NC(=O)c1ccccc1)C(=O)O
nt	1%	0%	CC(=O)NC(Cc1c[nH]c2ccccc12)C(=O)NCCc1ccccc1 (stereo not given)
